TRHR ag: agonists of human TRH receptor; P34981; 0.18% of 360,000 active; AID 493084; activation, % at 2 µM; TRHR cells, calcium flux fluo-8, FDSS agonist mode; in the data active = activation above about 30%; note: 0% is about no effect
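TRHR-expressing cells, plated overnight in medium with 10% serum, were loaded with fluo-8 calcium dye at room temperature. After a 10 s baseline, library compound was pin-added and calcium release was recorded kinetically (ex 480/em 530) as agonist response.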
PI4K2A block: blocks human PI4K2A kinase activity; Q9BTU6; 0.13% of 420,000 active; purified PI4K2A, ADP-Glo luminescence, 1 h; hits give low values; activity change, negative = inhibition, % at 76.9 µM; in the data active = activity change below about -50%; inconclusive = mostly about -30% to -49%;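 note: -100% = wells without enzyme as full effect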
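In this quantitative HTS, ADP production by PI4K2A was quantified luminescently after 1 h at ambient temperature; 100 microM adenosine served as plate-quality control.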
rTrxR1 inhibitor: rat TrxR1 inhibition; recombinant rTrxR1, NADPH fluorescence consumption, selenite substrate; Potency, µM (titrated, usually from 114 µM), inactives show at the top dose activity change, negative = inhibition, actives largely listed as inhibitors; AID 588453; O89049; 1% of 390,000 active; note: potency is the fitted concentration of half-maximal effect; % is set by controls: 0 for no effect and ±100 for the full control effect; nearly all actives have a fitted effect of over 65% in size
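Rat TrxR1 (90 nM in the dispensed reagent) was pre-reduced with 400 uM NADPH for 5 min at room temperature, then incubated with compound for 15 min. After 400 uM selenite was added, NADPH fluorescence (Ex 340/Em 450 nm) was followed for 8 min.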
IDH1 R132H inh: blocks human mutant IDH1 R132H enzyme | IDH1-R132H enzyme, NADPH consumption, diaphorase/resazurin fluorescence | Potency, µM (doses to about 76.6 µM), for the others: at the highest dose activity change, negative = inhibition, actives largely listed as inhibitors | 0.093% of 390,000 active; note: potency is the fitted concentration of half-maximal effect; % is set by controls: 0 for no effect and ±100 for the full control effect; nearly all actives have a fitted effect of over 65% in size
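IDH1-R132H (0.5 ug/mL dispensed) in pH 7.5 Tris buffer was preincubated 30 min with compound, then given a substrate mix of 0.016 mM NADPH and 2 mM alpha-KG for 80 min at room temperature; remaining NADPH was read by diaphorase/resazurin fluorescence.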
TrxR1 substrate: substrates of rat thioredoxin reductase 1; purified TrxR1 substrate turnover, NADPH consumption readout; AID 588456; Potency, µM (top dose mostly 114 µM), for the others: at the highest dose activity change, negative = substrate turnover; O89049; 0.01% of 390,000 active; note: potency is the fitted concentration of half-maximal effect; % is set by controls: 0 for no effect and ±100 for the full control effect; nearly all actives have a fitted effect of over 50% in size
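Rat TrxR1, dispensed at 90 nM, was prereduced with 400 uM NADPH (final) for 5 min at ~22 deg C, then incubated with compound 15 min before 400 uM selenite. A first-read NADPH fluorescence drop versus no-compound background flagged substrates.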
D2 antag: antagonists of human D2 dopamine receptor. P14416. HEK293 TREx D2 cells, calcium flux, dopamine EC80. inhibition, % at 10 µM. 2% of 340,000 active. AID 485344; in the data active = inhibition above about 30%; note: 0% is about no effect
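Tetracycline-induced HEK293 T-REx cells expressing D2 force-coupled to calcium signalling were dye-loaded, exposed to compound for 180 s, then challenged with an EC80 of dopamine; calcium flux was followed kinetically for a further 180 s.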
USP1 inh: blocks the human USP1/UAF1 deubiquitinase complex. recombinant USP1/UAF1, Ub-Rhodamine cleavage fluorescence. 0.23% of 390,000 active. Potency, µM (series often up to 57.1 µM), for inactives: at the highest dose activity change, negative = inhibition, usual class: inhibitors; note: potency is the fitted concentration of half-maximal effect; % is set by controls: 0 for no effect and ±100 for the full control effect; nearly all actives have a fitted effect of over 60% in size; inactives centre near -12
Target sequence (O94782 whole entry, looked up): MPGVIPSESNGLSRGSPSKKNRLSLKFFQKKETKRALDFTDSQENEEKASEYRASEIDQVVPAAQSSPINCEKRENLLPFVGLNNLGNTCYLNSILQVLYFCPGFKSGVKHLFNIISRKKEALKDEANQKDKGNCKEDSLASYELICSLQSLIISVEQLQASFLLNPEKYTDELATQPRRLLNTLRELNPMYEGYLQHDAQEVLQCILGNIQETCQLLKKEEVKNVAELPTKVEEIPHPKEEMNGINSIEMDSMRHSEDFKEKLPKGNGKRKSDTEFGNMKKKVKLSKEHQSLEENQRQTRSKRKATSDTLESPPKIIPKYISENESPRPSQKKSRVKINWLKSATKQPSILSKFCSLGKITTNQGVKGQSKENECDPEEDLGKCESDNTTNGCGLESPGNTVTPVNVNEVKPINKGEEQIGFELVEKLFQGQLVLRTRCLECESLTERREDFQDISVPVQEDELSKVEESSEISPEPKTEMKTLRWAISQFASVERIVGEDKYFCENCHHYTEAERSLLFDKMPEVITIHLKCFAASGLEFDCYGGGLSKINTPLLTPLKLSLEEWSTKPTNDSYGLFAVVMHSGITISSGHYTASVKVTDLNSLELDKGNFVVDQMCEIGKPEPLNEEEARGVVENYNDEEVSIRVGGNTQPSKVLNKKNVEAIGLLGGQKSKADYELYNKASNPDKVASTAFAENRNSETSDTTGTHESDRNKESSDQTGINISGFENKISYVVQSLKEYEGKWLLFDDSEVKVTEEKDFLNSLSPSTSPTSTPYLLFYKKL
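Step one: compound is pinned into 1nM USP1/UAF1 in HEPES pH 7.8 buffer with TCEP. Step two: 15 min room-temperature incubation. Step three: Ub-Rho (150nM final) starts cleavage, tracked by fluorescence over six one-minute reads.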
TRHR PAM: allosterically enhances the human TRH receptor. P34981. TRHR cells, fluo-8 calcium fluorescence, EC20 TRH enhancement. enhancement, % at 2 µM. 0.66% of 360,000 active. AID 493056; in the data active = enhancement above about 30%; note: 0% is about no effect
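TRHR-expressing cells loaded with fluo-8 calcium dye were read kinetically (ex 480/em 530) during compound addition, then stimulated with an EC20 of TRH (10 nM final). Enhancement of the Gq-mediated intracellular calcium response was scored.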
D2 agonist: activates the human D2 dopamine receptor. P14416. HEK293 T-REx D2 cells, calcium flux agonist mode. activation, % at 2 µM. 0.53% of 340,000 active;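 active = activation over 3 SD above normal in the single-dose calcium agonist read, cut at about 30% in these data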; note: 0% is about no effect
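Tetracycline-induced HEK293 T-REx cells with force-coupled D2 receptor, plated overnight at 30 C, loaded with no-wash calcium dye. After a 10 s baseline, compound was pin-added and calcium flux read kinetically for 180 s; calcium rises flagged agonists.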
An asterisk follows results filed as active; ? = inconclusive; · = not tested or not shown; [ ] = remark or other dose. Unless noted, calls come from the whole dose curve; as a rule, active = well fitted inhibition curve with a large enough effect; inconclusive = small, poorly fitted or top-dose-only effect; inactive = no such curve, though single readings can be large or run the other way.

#1 CCC(C)(C)N(C(=O)CCC(=O)Nc1cc(C)on1)C(C(=O)NC(C)(C)C)c1ccc(OC)cc1 (configuration not stated)
#2 Cc1[nH]c(=O)[nH]c(=O)c1NC(=O)c1ccc(OC(C)C)cc1
#3 Cc1ccc(CSCC(=O)Nc2ccc3c(c2)OCO3)cc1
#4 CC(c1ccccc1)C1CC(=O)N(c2ccccc2)C1=O (configuration not stated)
#5 Cc1ccc(S(=O)(=O)N2CCC(C(=O)OCc3ccccc3)CC2)cc1C

Compound	1	2	3	4	5
TRHR ag	-0.7	0.1	-1.0	0.0	0.3
PI4K2A block	0	1	0	3	0
rTrxR1 inhibitor	21%	32%[57.1 µM]	15%	12%[57.1 µM]	8%
IDH1 R132H inh	0%	0%	6%	1%	-8%
TrxR1 substrate	0%	5%[57.1 µM]	2%	3%[57.1 µM]	-11%[57.1 µM]
D2 antag	-15	7	-4	-19	-2
USP1 inh	-5%	-10%	-15%	-4%	-4%
TRHR PAM	-7	16	5	-1	10
D2 agonist	0.4	0.5	0.7	-2.5	0.3

#6 O=C(NCCc1csc(-c2cccnc2)n1)c1ccc(Cl)cc1
#7 Cc1ccc(S(=O)(=O)N2C/C=C\CN(S(=O)(=O)c3ccccc3Br)CC2)cc1
#8 CC(=O)N(C)c1ccc(NC(=O)Nc2ccc(C)cc2)cc1
#9 Cc1cccc(N2CCN(C(=O)c3ccc(NS(=O)(=O)c4ccc5[nH]c(=O)[nH]c5c4)cc3)CC2)c1C
#10 Cc1cc(C)c(C)c(S(=O)(=O)NCCCN2CCCC2=O)c1C

Compound	6	7	8	9	10
TRHR ag	-0.5	·	0.3	-0.1	-0.2
PI4K2A block	2	0	-7	7	3
rTrxR1 inhibitor	24%	23%	-1%	-7%	-11%
IDH1 R132H inh	6%	0%	12%	-12%	8%
TrxR1 substrate	7%[57.1 µM]	6%	-2%	-4%	-5%
D2 antag	3	·	-3	-5	-8
USP1 inh	-10%	-18%	-21%	-19%	-16%
TRHR PAM	-6	·	8	14	2
D2 agonist	1.2	·	-0.3	-0.5	0.6

Another view of 2 compounds above.
No.	SMILES	TRHR ag	PI4K2A block	rTrxR1 inhibitor	IDH1 R132H inh	TrxR1 substrate	D2 antag	USP1 inh	TRHR PAM	D2 agonist
6	O=C(NCCc1csc(-c2cccnc2)n1)c1ccc(Cl)cc1	-0.5	2	24%	6%	7%[57.1 µM]	3	-10%	-6	1.2
7	Cc1ccc(S(=O)(=O)N2C/C=C\CN(S(=O)(=O)c3ccccc3Br)CC2)cc1	·	0	23%	0%	6%	·	-18%	·	·

Further records follow.
#11 COc1ccc(-n2c(C)cc(C(=O)COc3ccc(C)nc3[N+](=O)[O-])c2C)cc1
#12 COc1cc(NC(=S)NC(=O)c2cccs2)ccc1NC(=O)C(C)C
#13 Cc1nn(C)c(C)c1CN(Cc1nc(-c2ccc(F)cc2F)oc1C)C1CC1
#14 O=C(CSc1nnc(-c2ccco2)o1)c1ccccc1Cl
#15 Cc1ccc(NC(=O)CN2C(=O)NC3(CCCC3)C2=O)nc1

Compound	11	12	13	14	15
TRHR ag	-0.4	2.2	-1.6	-0.3	0.2
PI4K2A block	1	2	-20	-1	1
rTrxR1 inhibitor	4%	?	-2%	?	6%[57.1 µM]
IDH1 R132H inh	3%	0%	-5%	11%	-12%
TrxR1 substrate	3%	-5%	1%	7%	-1%[57.1 µM]
D2 antag	-5	4	-11	-4	5
USP1 inh	-19%	-24%	-20%	-8%	-9%
TRHR PAM	3	4	7	-5	6
D2 agonist	7.8	1.4	0.5	-0.7	0.9

#16 CCn1cc(/C=C(\NC(=O)c2ccc(OC)c(OC)c2)C(=O)NCCCN2CCOCC2)c2ccccc21
#17 CN(C(=O)CSc1nc(C2CC2)nc2ccccc12)c1nc(-c2ccccc2)cs1
#18 CCOc1nc(NCCN2CCOCC2)nc(NC(C)C)n1
#19 O=C(CSc1nnc(-c2ccncc2)o1)NC1CCCCC1
#20 Cc1cc([N+](=O)[O-])ccc1NC(=O)Nc1ccccc1F

Compound	16	17	18	19	20
TRHR ag	-0.3	0.1	0.5	-0.3	0.8
PI4K2A block	-2	7	-6	1	0
rTrxR1 inhibitor	3%	-2%	23%	11%	-22%
IDH1 R132H inh	7%	-1%	9%	4%	-10%
TrxR1 substrate	-1%	-5%	11%	5%	-12%
D2 antag	-3	-1	-3	14	29
USP1 inh	-16%	-13%	-3%	-21%	-8%
TRHR PAM	30	4	2	9	3
D2 agonist	0.0	0.5	0.5	0.0	-0.3

#21 O=C(NN=Cc1ccccc1C(=O)O)C(=O)NN=Cc1ccccc1C(=O)O
#22 COc1cc(OC)c(C2CC(=O)N3CN(c4ccccc4)CSC3=C2C#N)cc1OC (configuration not stated)
#23 COC(=O)n1c(=O)oc2ccc(S(=O)(=O)N3CCCCC3)cc21
#24 Cc1sc(NC(=O)COc2cccc(-n3cnnn3)c2)c(C#N)c1C
#25 Cc1csc2nc(COC(=O)c3ccc(NC(=O)C(C)Oc4ccccc4)cc3)cc(=O)n12 (configuration not stated)

Compound	21	22	23	24	25
TRHR ag	·	-0.2	0.6	0.2	-0.7
PI4K2A block	2	-6	0	1	-2
rTrxR1 inhibitor	-3%[2.29 µM]	32µM*	7%	14%	11%[57.1 µM]
IDH1 R132H inh	-4%	5%	4%	5%	-6%
TrxR1 substrate	-1%[2.29 µM]	-17%	1%	10%	3%[57.1 µM]
D2 antag	·	1	-4	10	·
USP1 inh	-8%	-20%	0%	-6%	4%
TRHR PAM	·	-4	-3	0	-3
D2 agonist	·	0.9	0.5	0.0	0.6

#26 Cn1c(=O)[nH]c(=O)c2c1nc(N1CCOCC1)n2CC(O)COc1ccccc1 (configuration not stated)
#27 Cc1ccccc1NC(=O)CSc1nc(N)c(C#N)cc1C#N
#28 O=C(CSc1nnnn1-c1ccccc1)Nc1ncc(Cc2cccc(Cl)c2Cl)s1
#29 COc1ccccc1N1CCN(C(=O)N2CCOCC2)CC1
#30 CCCCCn1cnc2sc(CC)cc2c1=O

Compound	26	27	28	29	30
TRHR ag	1.2	-0.3	1.7	0.5	-0.6
PI4K2A block	-4	-5	13	-6	-2
rTrxR1 inhibitor	6%	18%	14%[57.1 µM]	14%	12%
IDH1 R132H inh	5%	-2%	2%	8%	3%
TrxR1 substrate	-3%	10%	-9%	1%	2%
D2 antag	1	6	12	10	-2
USP1 inh	-13%	-9%	0%	-1%	-21%
TRHR PAM	9	-8	16	1	4
D2 agonist	0.9	-0.6	0.7	0.4	1.2

#31 CC(OC(=O)c1ccccc1C(=O)N(C)Cc1ccccc1)C(=O)NC1(C#N)CCCCC1 (configuration not stated)
#32 O=C(Nc1ccccc1)c1cc2c(=O)c3ccccc3oc2nc1C(F)(F)F
#33 CN(C)c1ccc(C=Nc2cnn(C)c2C(N)=O)cc1
#34 COc1cc(OC)c(C(=O)OCC(=O)NCCC2=CCCCC2)cc1OC
#35 CC1CN(C(=O)COC(=O)c2ccccc2O)CC(C)O1 (configuration not stated)

Compound	31	32	33	34	35
TRHR ag	-0.4	0.5	0.2	0.0	0.5
PI4K2A block	-3	4	-6	-1	2
rTrxR1 inhibitor	-3%	30%	10%[57.1 µM]	11%	31%
IDH1 R132H inh	1%	1%	5%	-1%	0%
TrxR1 substrate	-2%	1%	-7%[57.1 µM]	-2%	6%
D2 antag	0	9	4	10	10
USP1 inh	-16%	-18%	-14%	-11%	-8%
TRHR PAM	2	1	-1	0	1
D2 agonist	0.3	0.9	1.0	0.6	1.0

#36 COc1ccc(CN2CCn3ncc(C(=O)Nc4cccc(C)c4)c3C2=O)cc1
#37 Cc1sc(NC(=O)c2ccco2)c(C(c2ccc(F)cc2)N2CCN(C)CC2)c1C (configuration not stated)
#38 OC(COc1ccc(Cl)cc1)CN1CCN(c2ccccc2)CC1 (configuration not stated)
#39 CSc1nc2sc3c(c2c2nncn12)CCC3
#40 C=CCNC(=O)CN1CCC(O)(c2ccc(F)cc2)CC1
#41 COc1cc(=O)n(C)c2c(O)cccc12
#42 Cc1cnc(C)c(N2CCN(Cc3nc(-c4ccccc4)no3)CC2)n1
#43 COc1ccc(C(=O)OCC(=O)Nc2cc(C)c(C)cc2[N+](=O)[O-])cc1

Compound	36	37	38	39	40	41	42	43
TRHR ag	-0.3	2.1	0.2	-1.2	-0.3	-0.2	0.0	0.8
PI4K2A block	-4	8	-11	-4	1	-11	-2	1
rTrxR1 inhibitor	-7%	-6%	20%	-17%	10%	6%	8%	22%
IDH1 R132H inh	-1%	-6%	9%	1%	-2%	-11%	4%	-3%
TrxR1 substrate	2%[57.1 µM]	4%	4%	-11%	8%	2%	-4%	-4%
D2 antag	8	-7	71*	-17	4	-8	3	-3
USP1 inh	4%	?	-8%	-13%	-7%	-7%	5%	-7%
TRHR PAM	-1	-7	5	4	-4	5	-3	-1
D2 agonist	-1.5	0.9	19	-1.9	-1.2	0.0	0.0	0.4

Gathered by group: the compounds so far containing an aryl thioether with sulfur outside any ring (6)
#14 O=C(CSc1nnc(-c2ccco2)o1)c1ccccc1Cl
#17 CN(C(=O)CSc1nc(C2CC2)nc2ccccc12)c1nc(-c2ccccc2)cs1
#19 O=C(CSc1nnc(-c2ccncc2)o1)NC1CCCCC1
#27 Cc1ccccc1NC(=O)CSc1nc(N)c(C#N)cc1C#N
#28 O=C(CSc1nnnn1-c1ccccc1)Nc1ncc(Cc2cccc(Cl)c2Cl)s1
#39 CSc1nc2sc3c(c2c2nncn12)CCC3

Compound	14	17	19	27	28	39
TRHR ag	-0.3	0.1	-0.3	-0.3	1.7	-1.2
PI4K2A block	-1	7	1	-5	13	-4
rTrxR1 inhibitor	?	-2%	11%	18%	14%[57.1 µM]	-17%
IDH1 R132H inh	11%	-1%	4%	-2%	2%	1%
TrxR1 substrate	7%	-5%	5%	10%	-9%	-11%
D2 antag	-4	-1	14	6	12	-17
USP1 inh	-8%	-13%	-21%	-9%	0%	-13%
TRHR PAM	-5	4	9	-8	16	4
D2 agonist	-0.7	0.5	0.0	-0.6	0.7	-1.9

Assay outcomes as filed in PubChem.
